Apaf-1 inh = human Apaf-1 inhibition; reconstituted apoptosome caspase-3 activity, DEVD-Rh110 fluorescence; hit rate 0.71% among 330,000; O14727; inhibition, % at 20 µM; active = inhibition of at least 40% at 20 µM;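 note: plate controls were DMSO wells for no effect and DEVD-CHO caspase inhibitor wells for full effect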
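Material: reconstituted apoptosome with Apaf-1, cytochrome c, caspase-9, procaspase-3, dATP; medium: pH 7.5 Hepes buffer with CHAPS, BSA, DTT; also added: cytochrome c and DEVD-Rh110 substrate; timing: 30 min plus 50 min, RT; signal: Rh110 fluorescence intensity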
NLRP3 yeast inh = inhibitors of NALP3 inflammasome in yeast; AID 2825; Yeast reconstituted NLRP3/ASC/caspase-1, beta-gal luminescence, 24 h; hit rate 0.39% among 330,000; inhibition, % at 10 µM;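 active = inhibition of 50% or more; inactive = inhibition below 50%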;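 note: plate controls were induced DMSO wells for no effect and uninduced yeast grown without galactose for full effect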
hIAP block = human IAP inhibition | hit rate 0.12% among 330,000 | AID 2544 | purified IAP, CDP-Star luminescence, 30 min | inhibition, % at 10 µM;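 active = inhibition reaching a set limit with compound at 10 µM in the primary screen, cut at about 35% in these data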;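 note: plate controls were DMSO wells with enzyme for no effect and no-enzyme buffer wells for full effect; values of inactives mirror those of a sister screen read the other way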
mIAP block = blocks mouse intestinal alkaline phosphatase. purified mouse IAP, CDP-Star luminescence, 30 min. inhibition, % at 10 µM. hit rate 0.2% among 330,000;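 active = inhibition of at least 40% at 10 µM in the primary screen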;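 note: plate controls were DMSO with enzyme for no effect and no enzyme wells for full effect; values of inactives mirror those of a sister screen read the other way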
hIAP act = increases human intestinal alkaline phosphatase activity; purified human IAP, CDP-Star luminescence, 30 min; hits give high values; 1 = vehicle-only enzyme, 0 = enzyme-free background; hit rate 0.16% among 330,000; activation factor at 10 µM;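 active = activation factor of the enzyme at least 2-fold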; note: the source names both 10 and 20 µM as test concentration; values of inactives mirror those of a sister screen read the other way
tim10-1 inh = tim10-1 yeast growth inhibition; hit rate 2.2% among 330,000; AID 463190; inhibition, % at 20 µM; S. cerevisiae tim10-1 ts strain growth, BacTiter-Glo, 24 h;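 active = inhibition of at least 40%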;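 note: mutant grown at 25 °C; 0% = DMSO wells with yeast and 100% = wells holding no yeast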
mIAP activ = mouse IAP activation. AID 2805. muIAP, CDP-Star luminescence, 30 min; hits give high values; 1 = vehicle-only enzyme signal, 0 = enzyme-free wells. hit rate 0.24% among 330,000. activation factor at 10 µM;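 active = activation factor of at least 2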; note: the source names both 10 and 20 µM as test concentration; values of inactives mirror those of a sister screen read the other way
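Assay system: mouse IAP enzyme; Reagent: CDP-Star chemiluminescent phosphatase substrate; Compound: DMSO-dissolved test compounds; Incubation: 30 min, room temperature; Technique: luminescence from enzymatic CDP-Star hydrolysis; Controls: DMSO-only wells and no-enzyme negative control.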
TIM10 inh = TIM10 yeast growth inhibition. S. cerevisiae TIM10 strain growth, BacTiter-Glo luminescence, 24 h. AID 463195. hit rate 1.4% among 330,000. inhibition, % at 10 µM;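 active = inhibition of 40% or more at the single tested concentration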;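 note: wild-type TIM10 isogenic control strain grown at permissive 25 °C; 0% = DMSO yeast wells and 100% = minimal medium wells without yeast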
ATG4B inhibitor = ATG4B (human) cysteine protease inhibition. ATG4B cleavage of LC3-PLA2, NBD-HPC fluorescence, 1 h. inhibition, % at 8.33 µM. Q9Y4P1. AID 504462. hit rate 0.51% among 340,000; in the data active = inhibition above about 40%
Starred values were filed as active, the others as inactive.

SMILES	Apaf-1 inh	NLRP3 yeast inh	hIAP block	mIAP block	hIAP act	tim10-1 inh	mIAP activ	TIM10 inh	ATG4B inhibitor
Cc1csc(SCc2ccc(C(=O)O)cc2)n1	-1	9	10	-2	0.9	4	1	0	-2
COc1ccc(NC(=O)CN(C)CC(=O)NCC2CCCCC2)cc1	2	16	0	5	1	-3	0.95	-1	0
CCC(CC)c1nnc(NS(=O)(=O)Cc2ccccc2)s1	-7	13	10	5	0.9	-11	0.95	4	-2
CCCCC12CN3CCN(CC(C3)/C1=N\NC(=O)Nc1ccccc1)C2	9	-11	-3	-17	1	6	1.2	-2	-1
CC1CCc2sc(C(=O)OCC(=O)NCc3ccccc3)cc2C1 (stereo not given)	9	29	2	2	0.98	-6	0.98	-19	1
O=C(Cc1c(F)cccc1Cl)NNC(=S)Nc1ccc(S(=O)(=O)Nc2ncccn2)cc1	7	18	-79	23	1.8	4	0.77	-3	13
O=C(CSc1nccn(-c2ccc(Br)cc2)c1=O)Nc1ccccc1F	12	3	-22	16	1.2	20	0.84	9	-5
COc1ccc2cc(CO)n(C)c2c1	-3	8	9	4	0.91	0	0.96	3	8
N#C/C(=C/c1cccs1)c1nc2ccccc2[nH]1	7	80*	-15	5	1.2	-5	0.95	50*	-11
O=C(Oc1ccc(C(=S)N2CCOCC2)cc1)c1ccccc1	4	20	0	3	1	5	0.97	8	5
c1ccc(CCSc2ncnc3nc[nH]c23)cc1	8	13	9	8	0.91	10	0.93	11	-1
Cc1nc2ccccc2n1CC(=O)c1ccc(O)c(O)c1	-3	26	9	16	0.91	-4	0.84	-11	-3
COc1cc(NC(=O)CCc2nc(-c3cccs3)no2)cc(OC)c1OC	4	8	7	-6	0.93	-1	1.1	24	-4
COc1ccccc1Oc1ccc(S(=O)(=O)Nc2cccnc2)cc1	-3	2	-16	-7	1.2	21	1.1	-4	-4
Oc1ccc(Br)cc1CNn1cnnc1	2	-2	16	6	0.84	4	0.94	15	-10
C/C(CC(=O)N1CCN(C=O)CC1)=N\NC(=O)c1cc2ccccc2cc1O	25	-5	-4	29	1	19	0.71	3	-4
O=C(O)c1ccccc1SC1CC(=O)N(c2ccccc2)C1=O (stereo not given)	-8	18	7	-2	0.93	33	1	7	1
COc1ccc([C@@H]2Sc3ccccc3N(CCN(C)C)C(=O)[C@@H]2OC(C)=O)cc1	-1	7	-5	-11	1.1	-7	1.1	10	-5
CC(C)(C)OC(=O)NCCCC[C@H](NC(=O)c1nc[nH]c1C(=O)N1CCN(C(=O)OC(C)(C)C)CC1)C(=O)OC(C)(C)C	11	-11	-51	6	1.5	1	0.94	-4	-2
CCCC(=O)Nc1c(-c2cccc(OC)c2)c(=O)c2ccccc2n1C	-20	12	8	-12	0.92	16	1.1	2	5
COC(=O)COc1ccc(S(=O)(=O)N2CCN(c3ccc(OC)cc3)CC2)cc1	4	4	-4	1	1	12	0.99	24	-4
CCN(CC)C(=O)N1CCN(C)CC1	8	11	-22	-5	1.2	12	1.1	4	4
COc1ccccc1CNCc1ccc(C)cc1	-5	10	5	-3	0.95	-20	1	0	3
CN(Cc1ccc(Cl)c(Cl)c1)C(=O)c1ccccc1SCC(=O)N1CCCC1	13	16	3	3	0.97	20	0.97	7	-2
c1ccc(-n2ncc3c(N4CCN(c5ccccn5)CC4)nc(N4CCCCCC4)nc32)cc1	17	1	0	3	1	8	0.97	-8	14
CCOC(=O)c1c(C)[nH]c(C(=O)OCC(=O)N(C)C2CCS(=O)(=O)C2)c1C (stereo not given)	12	1	2	4	0.98	18	0.96	4	-9
CC(C)(C)NS(=O)(=O)c1ccc2[nH]c3c(c2c1)CCCCC3	15	7	1	-16	0.99	17	1.2	19	-4
O=C(NC1CCCCC1)C1CCN(S(=O)(=O)N2CCCCCC2)CC1	-9	11	14	-4	0.86	11	1	13	7
COC(=O)C(NC(C)=O)(Nc1cccc(C)n1)C(F)(F)F (stereo not given)	-19	14	-22	-3	1.2	-11	1	6	-1
CCOc1ccc(CN(C)CC(=O)NCc2ccc(F)cc2)cc1	12	22	-12	8	1.1	23	0.92	3	-6
CCNC(=S)N/N=C/c1cc(C)ccc1C	8	-16	-7	-4	1.1	13	1	-24	-6
COC(=O)Cc1c(C)nc(SCc2ccccc2)[nH]c1=O	-1	-2	9	7	0.91	7	0.93	7	-9
Oc1ccc(-c2nccc(-c3ccc(Cl)cc3)n2)cc1	11	-10	28	5	0.71	42*	0.95	36	-16
Cc1ccc(CS(=O)(=O)CCC(=O)NCC2CCCO2)cc1 (stereo not given)	-1	1	5	2	0.95	0	0.98	-5	10
O=C(CCNC(=O)c1ccc(Cl)cc1)NC1CCCc2ccccc21 (stereo not given)	3	26	1	-20	0.99	5	1.2	-7	2
Cc1ccc(NC(=O)C2CC(=O)n3ncnc3N2)cc1C (stereo not given)	1	13	-1	11	1	6	0.89	-2	2
CC(=O)N1CCN(c2ccc(S(=O)(=O)NCCN(C(C)C)C(C)C)cc2[N+](=O)[O-])CC1	-2	22	5	6	0.95	11	0.94	0	18
O=S(=O)(c1cnc[nH]1)N1CCN(c2ccccc2)CC1	-3	15	16	1	0.84	-3	0.99	4	-18
CCC(C)CCN1C(N(C)C)=NC[C@@H]1C (stereo not given in full)	-8	1	0	-4	0.99	-14	1	-10	-12
O=C(O)c1ccccc1C(=O)c1ccc(N2CCCC2)c([N+](=O)[O-])c1	1	11	-4	6	1	10	0.94	-8	-12
COc1ccc2oc(C(=O)NCC(Cc3ccccc3)N(C)C)c(C)c2c1 (stereo not given)	22	0	6	3	0.94	15	0.97	-8	-7
NS(=O)(=O)c1ccc(NC(=O)Nc2ccc(C(F)(F)F)cc2)cc1	3	16	16	-24	0.84	3	1.2	-2	-11
COc1ccc(NC(=S)c2ccc(N(C)C)cc2)cc1	-1	13	11	9	0.89	0	0.91	1	0
COC(=O)CN(n1cnnc1)S(=O)(=O)c1ccccc1	8	3	-9	-4	1.1	9	1	-9	-4
CCc1ccc(OCC(=O)NC(C)(C)C)cc1	-2	2	5	3	0.95	8	0.97	8	29
NCCCCCC(=O)N/N=C/c1ccc2nccnc2c1	-15	14	2	2	0.97	1	0.98	9	4
O=C(NCc1cn2ccccc2n1)c1ccccc1	-7	9	8	-9	0.93	9	1.1	6	-1
O=C(Nc1ccc(Br)cc1Cl)NC1CC1	11	21	1	-2	0.99	-9	1	-13	-5
COc1cc2cc(CN(Cc3cccnc3)C(=O)NCc3ccccc3)c(=O)[nH]c2cc1OC	0	26	9	-2	0.91	13	1	5	-9
Cc1noc(C)c1COc1ccccc1C(=O)N(C)CC(=O)Nc1ccc(F)c(F)c1F	-7	22	8	-4	0.92	10	1	-5	-14
O=C(Cn1c2ccccc2c2nc3n(c(=O)c21)CCCS3)Nc1ccccc1	-6	3	-10	-5	1.1	19	1.1	4	-13
COc1ccc(N(CC(=O)Nc2cc(Cl)ccc2OC)S(=O)(=O)c2c(C)noc2C)cc1	17	4	2	8	0.97	21	0.92	26	0
Clc1ccc(CSc2nncn2-c2ccc3c(c2)OCCO3)cc1	13	28	8	5	0.92	41*	0.95	22	0
Cc1cc(C)c(C#N)c(SC2CCCCC2=O)n1 (stereo not given)	1	-13	-8	-13	1.1	24	1.1	-11	-4
O=C(CN1C(=O)NC2(CCOc3ccccc32)C1=O)Nc1ccc(F)c(F)c1F (stereo not given)	0	-6	-11	1	1.1	3	0.99	4	-5
Cc1csc(NC(=O)c2cc([N+](=O)[O-])cc([N+](=O)[O-])c2)n1	-3	18	9	-1	0.91	27	1	28	-7
Cc1cccc(C)c1NC(=O)C(NC=O)c1ccc(Cl)cc1 (stereo not given)	-1	12	-5	-1	1.1	10	1	2	-1
COc1c(Cl)cc(Cl)cc1C(=O)n1nc(C)cc1C	-11	20	21	4	0.79	-8	0.96	-14	-11
CCCCN(CC)C(=O)c1ccc(-c2ccccc2)cc1	16	31	15	-5	0.85	21	1.1	21	13
C/C=C(\C)C(=O)NCCN1C2=NC[C@H](Cc3ccccc3)N2C[C@H]1Cc1ccc(O)cc1	-4	6	8	9	0.92	-5	0.91	-8	1

The list continues.
SMILES	Apaf-1 inh	NLRP3 yeast inh	hIAP block	mIAP block	hIAP act	tim10-1 inh	mIAP activ	TIM10 inh	ATG4B inhibitor
CCC(=O)Nc1c2c(nn1-c1ccc(OC)cc1)CS(=O)C2 (stereo not given)	-1	16	20	-2	0.8	6	1	-17	0
O=C(NCc1nnnn1-c1ccc(F)cc1)c1ccc([N+](=O)[O-])o1	-3	18	-21	-3	1.2	15	1	16	-2
Cc1cc(C(F)(F)F)nn1CC(=O)N(C)c1ccccc1	-8	22	-5	-2	1.1	9	1	5	-9
CC1Cc2ccccc2N1C(=O)COC(=O)c1cccc(Br)c1 (stereo not given)	13	13	8	-2	0.92	28	1	16	2
Oc1cccc(Nc2ncnc3ccccc23)c1	-10	-7	-18	2	1.2	0	0.98	-1	-2
Cc1c(CN(C)C(=O)c2nn(C)cc2[N+](=O)[O-])cnn1C	-4	-7	10	4	0.9	0	0.95	-2	1

From PubChem BioAssay
